FID counter: counter-screen for HCV NS3 helicase inhibitors: DNA intercalator displacement; DNA fluorescent intercalator displacement, fluorescence; hit rate 0.17% among 290,000; inhibition, % at 7.9 µM; in the data active means inhibition above about 37%;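 further: 0% = vehicle and 100% = reference compound; higher means more ethidium bromide displaced from hairpin DNA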
SUMO HTRF inh: inhibitors of human SUMOylation (UBC9); P63279; HTRF SUMOylation assay, SAE1/SAE2 + UBC9, in vitro; inhibition, % at 35 µM; hit rate 0.36% among 290,000; AID 2006; in the data active means inhibition above about 50%, passing the limit was not always enough; further: strong numbers were not always called active
NS3 helicase inh: blocks Hepatitis C virus NS3 helicase unwinding; NS3 helicase DNA unwinding, Cy5 molecular beacon fluorescence; inhibition, % at 10.9 µM; hit rate 0.56% among 290,000;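 active means inhibition above the mean of all tested compounds plus 3 SD, set per campaign, cut at about 35% in these data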;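 further: 0% = DMSO wells and 100% = thioflavine S control wells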
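System: Hepatitis C virus NS3 helicase domain fragment enzyme | Reagent: Annealed dual-labelled DNA beacon duplex, ATP-started | Compound dosing: 10.9 µM single point, 0.8% DMSO | Incubation: 1 h reaction at 25 °C, ATP-initiated | Technique: Cy5 fluorescence | Evaluation: Percent inhibition from t60/t0 fluorescence ratio | Benchmarks: Low DMSO, high thioflavine S at 110 µM | Replication: Singlicate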
IDE cell inh: inhibits human insulin-degrading enzyme in HEK cells; P14735; FAbetaB cleavage, fluorescence polarization; inhibition, % at 5.59 µM; hit rate 0.41% among 320,000;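 active means percent inhibition above the average of all tested compounds plus 3 SD, set per screening campaign, cut at about 16% in these data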;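 further: IDE supplied by intact live HEK cells; FP after avidin binding of uncleaved biotin substrate so inhibition keeps polarization high; 0% = DMSO wells and 100% = 60 µM reference IDE inhibitor Ii1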
IMP-1 inhibitor: blocks Pseudomonas aeruginosa IMP-1 metallo-beta-lactamase | purified IMP-1, nitrocefin hydrolysis, epi-absorbance fluorescence | inhibition, % at 5.6 µM | hit rate 0.45% among 290,000 | AID 1556;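 active means inhibition above the mean plus 3 SD of all compounds in the same screening run, cut at about 4.5% in these data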;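 further: 0% = IMP-1 with DMSO and 100% = DMSO wells lacking enzyme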
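Material – recombinant IMP-1 enzyme, purified · Amount – IMP-1 0.2 nM before substrate addition · Medium – HEPES buffer pH 7.1 with ZnSO4 and Brij 35 · Timing – 25 °C, 15 min preincubation, 25 min reaction · Measured by – plate fluorescence quenching by hydrolysis product, ex 480/em 530 nm · Read-out – percent enzyme inhibition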
IDE act: activators of human insulin-degrading enzyme in cells. P14735. HEK cells, FAbeta-B cleavage, fluorescence polarization; 0% vehicle, 100% cell-free pure enzyme wells. activation, % at 5.96 µM. hit rate 0.073% among 340,000. AID 493087;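 active means activation above the mean of all tested compounds plus 3 SD, set per screening campaign, cut at about 17% in these data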
VIM-2 inhibitor: blocks Pseudomonas aeruginosa VIM-2 metallo-beta-lactamase; purified VIM-2, nitrocefin hydrolysis, epi-absorbance fluorescence; inhibition, % at 5.6 µM; hit rate 0.89% among 290,000; AID 1527;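 active means inhibition above the mean of all tested compounds plus 3 SD, cutoff set per screening run, cut at about 7.5% in these data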;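 further: red hydrolysis product quenches plate fluorescence so inhibitors raise well fluorescence; 0% = enzyme with DMSO and 100% = DMSO without enzyme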
PfM18AAP inh: PfM18AAP enzyme inhibition | AID 1822 | recombinant PfM18AAP, H-Glu-NHMec fluorogenic cleavage | hit rate 1.2% among 290,000 | inhibition, % at 7.35 µM;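 active means inhibition above the campaign mean inhibition over all tested compounds plus 3 SD, cut at about 28% in these data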;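 further: 0% = plate median of test compound wells and 100% = 2 mM ZnCl2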
p-CIP stab down: lowers stability of the mouse p/CIP coactivator protein. F442A p/CIP-EGFP cells, EGFP fluorescence, 16 h. Q05BA5. decrease of EGFP signal, % at 10 µM. hit rate 0.01% among 290,000;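 active means EGFP signal decrease of at least 30% at 10 µM or well 3 SD below plate mean, unless failing retest; inactive means the rest, including hits failing retest or dose response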; further: some compounds called inactive have numbers as strong as hits; many of its hits are not listed in these tables
Target sequence (Q05BA5 1-1403): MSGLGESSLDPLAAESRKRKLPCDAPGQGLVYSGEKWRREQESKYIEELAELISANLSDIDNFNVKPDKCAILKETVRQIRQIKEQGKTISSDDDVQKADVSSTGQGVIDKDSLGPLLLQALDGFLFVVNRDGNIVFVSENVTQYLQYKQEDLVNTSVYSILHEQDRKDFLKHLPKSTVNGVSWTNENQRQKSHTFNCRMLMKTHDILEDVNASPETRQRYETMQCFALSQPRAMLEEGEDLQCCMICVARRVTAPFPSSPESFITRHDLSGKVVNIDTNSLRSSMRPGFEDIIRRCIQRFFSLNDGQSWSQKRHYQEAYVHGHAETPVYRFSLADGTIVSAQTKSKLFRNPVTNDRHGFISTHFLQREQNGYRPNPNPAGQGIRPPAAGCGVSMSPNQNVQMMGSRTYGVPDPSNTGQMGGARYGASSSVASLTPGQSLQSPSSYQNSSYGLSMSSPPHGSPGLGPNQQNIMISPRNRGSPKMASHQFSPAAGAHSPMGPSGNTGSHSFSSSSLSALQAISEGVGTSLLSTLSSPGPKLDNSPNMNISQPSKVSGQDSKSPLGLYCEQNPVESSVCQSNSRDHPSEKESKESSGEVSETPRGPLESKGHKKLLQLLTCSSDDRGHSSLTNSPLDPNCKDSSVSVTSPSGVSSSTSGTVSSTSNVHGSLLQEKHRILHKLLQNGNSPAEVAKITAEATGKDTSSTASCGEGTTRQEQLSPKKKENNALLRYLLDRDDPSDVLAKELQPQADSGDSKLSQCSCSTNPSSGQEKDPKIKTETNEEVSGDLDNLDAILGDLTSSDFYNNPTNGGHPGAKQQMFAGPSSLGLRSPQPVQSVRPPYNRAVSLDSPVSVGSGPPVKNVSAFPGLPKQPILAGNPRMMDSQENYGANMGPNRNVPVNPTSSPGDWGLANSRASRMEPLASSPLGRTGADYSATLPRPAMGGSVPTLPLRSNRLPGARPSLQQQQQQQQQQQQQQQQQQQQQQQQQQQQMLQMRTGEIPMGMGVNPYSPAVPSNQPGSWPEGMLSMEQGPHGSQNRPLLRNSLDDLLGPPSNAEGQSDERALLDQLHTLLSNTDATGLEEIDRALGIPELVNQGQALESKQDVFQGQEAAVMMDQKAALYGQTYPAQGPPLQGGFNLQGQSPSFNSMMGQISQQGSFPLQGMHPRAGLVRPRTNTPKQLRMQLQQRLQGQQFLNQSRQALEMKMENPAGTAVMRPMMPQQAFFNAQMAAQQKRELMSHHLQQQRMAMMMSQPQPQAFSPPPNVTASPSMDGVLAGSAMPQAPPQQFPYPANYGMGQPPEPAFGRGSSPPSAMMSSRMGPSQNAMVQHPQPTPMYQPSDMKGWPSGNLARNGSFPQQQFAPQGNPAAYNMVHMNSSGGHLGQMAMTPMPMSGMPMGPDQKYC
Active calls of the source: *; x = not tested or not shown.

molecule	p-CIP stab down	NS3 helicase inh	FID counter	VIM-2 inhibitor	IDE cell inh	IDE act	PfM18AAP inh	SUMO HTRF inh	IMP-1 inhibitor
CC12CCC(=O)N1C(C(=O)OCC(=O)Nc1cccc(S(=O)(=O)N3CCCCCC3)c1)CS2 (stereo unspecified)	-15	0	-26	-4.6	-2	5	3	1	-2.2
COCCn1c(SCC(=O)Nc2sc(C)c(C)c2C#N)nnc1-c1ccc(OC)cc1	3	-10	-35	-1.3	-1	4	2	-3	-1.9
COc1ccc(/C=N/N=C2/NC(=O)C(CC(=O)NC(C)C)S2)cc1 (stereo unspecified)	4	8	-2	-1.6	4	5	2	8	-2.5
COCCOC(=O)c1[nH]c2c(c1C)C(=O)CC(c1ccc(F)cc1)C2 (stereo unspecified)	-19	-1	-18	1.4	8	1	4	21	-2.5
O=[N+]([O-])c1ccc(O)c(/C=N/n2cnnc2)c1	4	5	1	-3.7	-5	4	9	8	-5.2
CCCCNC(=O)/C=C1\Sc2ccccc2NC1=O	-6	5	-15	-4.1	6	-2	2	1	-3.4
CNC(=O)Nc1ccccc1NC(=O)NC	-10	8	1	-1.4	0	-7	2	14	-1.9
COc1ccc(C(=O)NCC2OCCc3ccccc32)cc1OC (stereo unspecified)	-6	3	-3	-1.6	7	5	-13	18	-1.2
CC(C)Nc1nc(Oc2ccc(Cl)cc2)cc(C(F)(F)F)n1	-11	1	0	-3.1	-2	6	4	-10	-3.3
O=C(c1ccccc1Cl)N1CCN(S(=O)(=O)N2CCCCC2)CC1	-17	11	-26	-2.8	-1	-1	5	-7	-4.9
O=S(=O)(NCCc1ccccc1)c1ccc(Br)s1	-8	-7	-11	-1.1	-6	1	-15	7	-2.7
CCn1c(SCC(=O)NNC(=O)c2ccc(C)cc2)nnc1-c1ccncc1	x	2	-2	-2.1	-1	4	2	x	-2.2

Retrieved by structure from above (two):
molecule	p-CIP stab down	NS3 helicase inh	FID counter	VIM-2 inhibitor	IDE cell inh	IDE act	PfM18AAP inh	SUMO HTRF inh	IMP-1 inhibitor
COCCOC(=O)c1[nH]c2c(c1C)C(=O)CC(c1ccc(F)cc1)C2 (stereo unspecified)	-19	-1	-18	1.4	8	1	4	21	-2.5
CNC(=O)Nc1ccccc1NC(=O)NC	-10	8	1	-1.4	0	-7	2	14	-1.9

(next part)
molecule	p-CIP stab down	NS3 helicase inh	FID counter	VIM-2 inhibitor	IDE cell inh	IDE act	PfM18AAP inh	SUMO HTRF inh	IMP-1 inhibitor
CCS(=O)(=O)NCC(c1cccnc1)N1CCN(c2ccccc2OC)CC1 (stereo unspecified)	3	-1	-2	-2.6	-5	2	1	2	-3.8
O=C(O)CCN1c2cccc3cccc(c23)S1(=O)=O	7	0	-4	-1.5	4	1	0	13	-3.2
CCC(=O)N1CCN(c2c(Cl)cccc2[N+](=O)[O-])CC1	4	-5	-7	1.0	-2	3	-2	-9	-2.8
COc1ccc(C(=O)NCc2ccc(N3CCN(C)CC3)cc2)cc1	-4	18	-1	-0.8	7	-1	-1	-2	-4.4
CCOC(=O)C1(CC2CCCCO2)CCN(Cc2nc3ccccc3[nH]2)CC1 (stereo unspecified)	-7	-1	-1	-3.1	2	1	-8	9	-1.4
COc1cc(CNc2ccc(C(=O)O)cc2)cc(Br)c1OCC(=O)NC(C)(C)C	-5	35	-56	-3.2	4	6	-4	20	-3.3
COc1ccc(C2=NOC(C(=O)NCCCn3ccnc3)C2)cc1 (stereo unspecified)	-4	-1	-1	-2.8	-1	2	-8	10	-3.2
Cc1ccc(NC(=O)c2ccccc2OCC(=O)c2ccccc2)cc1	-1	-12	4	-4.0	4	2	-2	-5	-2.1
O=C(CSc1nnc(-c2cc3ccccc3cc2O)n1Cc1ccco1)N1CCc2ccccc2C1	-5	27	-54	1.4	13	-12	-19	19	-1.3
CCc1cc(=O)oc2cc(C)cc(OC(C)C(=O)NC3CC(C)(C)NC(C)(C)C3)c12 (stereo unspecified)	1	4	18	1.7	2	7	0	18	-1.8
FC(F)(F)c1nc(-c2ccncc2)ncc1-c1nnnn1-c1ccccc1	-7	2	-18	-3.0	2	3	-7	-23	-2.0
COC(=O)CSc1nnc(-c2cccnc2)o1	-6	-3	2	-3.9	1	3	1	-1	-3.0

Continued (2 carried over from the part before).
molecule	p-CIP stab down	NS3 helicase inh	FID counter	VIM-2 inhibitor	IDE cell inh	IDE act	PfM18AAP inh	SUMO HTRF inh	IMP-1 inhibitor
FC(F)(F)c1nc(-c2ccncc2)ncc1-c1nnnn1-c1ccccc1	-7	2	-18	-3.0	2	3	-7	-23	-2.0
COC(=O)CSc1nnc(-c2cccnc2)o1	-6	-3	2	-3.9	1	3	1	-1	-3.0
CN1CCN(c2nc(-c3ccccc3)nc(-c3ccccc3)c2C#N)CC1	-1	-14	-1	-1.6	3	2	2	-11	-0.4
Cc1cc(/C=N/NC(=O)c2cccc([N+](=O)[O-])c2)c(C)n1-c1ccccc1	-7	8	-4	-6.7	0	0	7	-1	-2.9
O=C(Cc1ccc(F)cc1)Nc1ccccc1N1CCCC1	-10	15	-22	-3.5	9	-1	33*	-1	-2.0
COc1ccc(CN2CCCCCC2)c(C)c1C	-7	-5	4	-3.4	2	2	3	11	-1.9
CCCCOc1ccc(S(=O)(=O)N2CCCCC2)cc1	-4	6	-18	3.7	-1	-2	-10	-1	1.4
O=C(CCc1ccccc1)NCCSc1ccccc1	2	-2	-9	-2.4	7	2	-15	6	-1.1
O=C(COc1ccc(S(=O)(=O)N2CCOCC2)cc1Cl)NCc1ccco1	15	1	-19	-2.6	1	4	-3	0	5.4*
COc1cc([N+](=O)[O-])ccc1NC(=O)c1cccc(NC(=O)C(C)C)c1	-9	-13	0	0.0	3	2	-1	3	-3.7
CN(C)/C=C1\NC(=S)N(c2ccccc2)C1=O	-3	-8	-3	-1.5	1	2	73*	1	-5.3
CCOC(=O)c1ccc(NC(=S)NNC(=O)COC)cc1	-5	-4	-7	-2.1	5	0	24	-18	-3.0
Cc1cc(C)cc(NC(=O)Cn2c(=O)oc3cc(S(=O)(=O)N4CCC(C)CC4)ccc32)c1	-24	0	-6	-2.3	-2	5	3	21	-0.6
O=C(CCN1C(=O)/C(=C/c2cccc(Br)c2)SC1=S)Nc1cccnc1	2	3	-2	-1.0	4	1	-1	4	-2.9

Remaining list, next part.
molecule	p-CIP stab down	NS3 helicase inh	FID counter	VIM-2 inhibitor	IDE cell inh	IDE act	PfM18AAP inh	SUMO HTRF inh	IMP-1 inhibitor
COc1cccc(CC(NC(C)=O)C(=O)NC2CCN(c3c(Cc4ccccc4)c(C)nc4ncnn34)CC2)c1OC (stereo unspecified)	-13	6	-49	-1.5	-5	3	3	4	-2.1
CCCN1CCC(=O)N(CCSc2ccc(OC)cc2)CC1	0	x	x	x	7	-2	x	-1	x
COc1cc(/C=N/NC(=O)c2ccncc2)ccc1OC(=O)c1ccc([N+](=O)[O-])cc1	11	1	7	-1.0	3	-2	-2	-2	0.0
c1ccc(CSc2nnc(-c3ccco3)c(-c3ccco3)n2)cc1	-4	38*	-14	-3.6	-3	-8	15	30	-1.2
COc1ccccc1NC(=O)CSc1ccc(-c2cccs2)nn1	2	-6	-23	-1.9	-1	0	1	-1	-0.9
CC(C)OC(=O)CSc1nnc(-c2ccc([N+](=O)[O-])cc2)o1	-7	2	10	-1.8	-1	4	-2	1	-1.6
COc1ccc(NC(=O)C2CCCN2C(=O)Nc2ccc(OC)cc2)cc1 (stereo unspecified)	7	8	-6	-5.3	x	3	-5	3	-4.5
C=CCc1cccc2cc(C(=O)N(CC)CC)c(=O)oc12	2	8	-11	-3.4	3	4	-9	4	-3.7
COCCNC(=O)c1onc(CSc2cc(C)ccc2C)c1C(=O)O	-8	9	-21	-0.6	7	1	-6	-18	-4.3
COc1cc(/C=C/C(=O)O)cc(Br)c1O	7	-9	-2	-2.3	1	7	18	16	-3.5
Cc1ccccc1-n1c(=O)[nH]c(=O)c2c(N)c(C(=O)c3ccc(Cl)cc3)sc21	2	-9	-2	-2.1	-1	9	0	14	-2.9
CCOc1ccc(-c2nnn(CCC(=O)O)n2)cc1OC	2	-9	-11	-2.4	3	-1	5	6	-1.6

Full records, quoted from the list:
COCCNC(=O)c1onc(CSc2cc(C)ccc2C)c1C(=O)O reads p-CIP stab down = -8; NS3 helicase inh = 9; FID counter = -21; VIM-2 inhibitor = -0.6; IDE cell inh = 7; IDE act = 1; PfM18AAP inh = -6; SUMO HTRF inh = -18; IMP-1 inhibitor = -4.3
COCCn1c(SCC(=O)Nc2sc(C)c(C)c2C#N)nnc1-c1ccc(OC)cc1 reads p-CIP stab down = 3; NS3 helicase inh = -10; FID counter = -35; VIM-2 inhibitor = -1.3; IDE cell inh = -1; IDE act = 4; PfM18AAP inh = 2; SUMO HTRF inh = -3; IMP-1 inhibitor = -1.9

The listing continues:
molecule	p-CIP stab down	NS3 helicase inh	FID counter	VIM-2 inhibitor	IDE cell inh	IDE act	PfM18AAP inh	SUMO HTRF inh	IMP-1 inhibitor
CN(C)S(=O)(=O)c1ccc(C(=O)NCCN=C2NS(=O)(=O)c3ccccc32)cc1	-1	0	-5	0.8	1	-2	-9	25	-1.2
CN(CC(=O)NCCc1ccc(Cl)cc1)S(=O)(=O)c1ccc2c(c1)c(=O)n(C)c(=O)n2C	-2	-8	-20	-1.2	1	-5	-5	-6	-0.8
CCOC(=O)c1cc(CC)sc1NC(=O)C1CC1	1	-5	-4	-3.9	-2	-1	-2	9	-5.3
Cc1ccc(Cl)c(OCC(=O)NN2CCN(C)CC2)c1	-4	2	-1	-2.4	2	-2	3	8	-3.6
Cc1noc(C)c1CSc1nnc2scc(-c3ccc(Cl)cc3)n12	17	5	-13	-0.1	0	0	-6	7	-1.1
Cc1ccc(CNC(=O)CCC(=O)Nc2nnc(C3CCCCC3)s2)cc1	0	10	-2	1.3	4	0	-5	13	1.2

Some of these compounds in order of number of heavy atoms, low to high.
molecule	p-CIP stab down	NS3 helicase inh	FID counter	VIM-2 inhibitor	IDE cell inh	IDE act	PfM18AAP inh	SUMO HTRF inh	IMP-1 inhibitor
Cc1ccc(Cl)c(OCC(=O)NN2CCN(C)CC2)c1	-4	2	-1	-2.4	2	-2	3	8	-3.6
CN(C)S(=O)(=O)c1ccc(C(=O)NCCN=C2NS(=O)(=O)c3ccccc32)cc1	-1	0	-5	0.8	1	-2	-9	25	-1.2
CN(CC(=O)NCCc1ccc(Cl)cc1)S(=O)(=O)c1ccc2c(c1)c(=O)n(C)c(=O)n2C	-2	-8	-20	-1.2	1	-5	-5	-6	-0.8
